Tb PYK inh: blocks Trypanosoma brucei pyruvate kinase | hit rate 0.12% among 410,000 | Q57TT1 | AID 624173 | TbPYK enzyme, Kinase-Glo Plus ATP luminescence, 45 min | Potency, µM (highest dose often 76.8 µM), without a hit: top-dose activity, negative = inhibition, hits mostly inhibitors; active = well fitted inhibition curve with a large enough effect; inconclusive = small, poorly fitted or top-dose-only effect; note: nearly all actives have a fitted effect of over 50% in size
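In this concentration-response screen, enzyme-free wells defined baseline while DMSO plates tracked drift. Each reaction combined TbPYK, substrate, compound and 130 uM ADP for 45 min at room temperature. Kinase-Glo Plus luminescence gave the signal.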
Numbers without * were called inactive; u = inconclusive. % is set by controls: 0 for no effect and ±100 for the full control effect; potency is the fitted concentration of half-maximal effect. Some of the compounds tested (hit frequency here may not be typical).

Structure | Tb PYK inh
CCCc1cc(N2CCN(c3cc(Cl)ccc3C)CC2)n2cnnc2n1 | 2.8%
CCc1ccc(C2=CC(c3cccc(Br)c3)n3nnnc3N2)cc1 (stereo not drawn) | 4.9%
O=C(c1cccc(F)c1)N1CCC2(CC1)CN(c1ccncc1)C2 | 4.1%
CCCn1c(=N)c(C(=O)NCC2CCCO2)cc2c(=O)n3cc(C)ccc3nc21 (stereo not drawn) | 2.2%
CC(C)CC(=O)Nc1cccc(-c2cn3cccnc3n2)c1 | 3.4%
O=C(Nc1ccc(Cl)cn1)c1ccc(-c2ccc(Cl)c(Cl)c2)o1 | 2.5%
COc1ccc(C(=O)N(c2c(C)cccc2C)C(COC(C)=O)COC(C)=O)cc1 | -0.6%
C#C[C@]1(O)CC[C@H]2[C@@H]3[C@H](O)C[C@H]4C[C@@H](O)CC[C@]4(C)[C@H]3CC[C@@]21C | 6.7%
Cc1c2cnn(-c3ccccc3)c(=O)c2c(C)n1CC(=O)NCc1ccc(Cl)cc1 | -3.4%
CCOC(=O)[C@H](CCc1ccccc1)NC(C)C(=O)N1CC2(CC1C(=O)O)SCCS2 (stereo partly drawn) | 0.0%
COc1ccccc1/C=N/NC(=O)c1nnn(-c2nonc2N)c1-c1ccccc1 | 3.5%
N#Cc1c(-c2ccccc2)cc(-c2ccccc2)nc1SCC(O)CS(=O)(=O)Cc1ccccc1 (stereo not drawn) | -2.2%
COc1ccc(Cl)cc1NC(=O)c1nn(C)c2c1CS(=O)(=O)c1ccccc1-2 | 0.0%
CCCNC(=O)C1(C)CCCN(C(=O)c2ccc3snnc3c2)C1 (stereo not drawn) | -1.6%
O=C(c1cc(C(F)(F)F)cc(C(F)(F)F)c1)N1CCC2(CCCN(c3ncccn3)C2)CC1 | 1.5%
Clc1cccc(Cc2c(-c3ccccc3)nc3c4ccccc4ccn23)c1 | 0.7%
Cc1noc(C)c1NC(=O)N(C)C[C@@H]1OCc2cnnn2CCCC(=O)N([C@@H](C)CO)C[C@H]1C | -5.5%
CCOc1cc2c(cc1OCC)C(CC(=O)O)N(C(=O)Nc1ccccc1C(F)(F)F)CC2 (stereo not drawn) | -3.2%
COc1cc(-c2coc3c(C(=O)NCc4ccc(N(C)C)cc4)cccc23)ccc1O | -7.4%
CSc1ncccc1C(=O)OCC(=O)N(C)Cc1ccc(C)cc1 | -6.1%
CCOC(=O)Cn1c(=O)n(C2CCCCC2)c2nc(-c3ccc(CC)cc3)nc(C(N)=O)c21 | -0.1%
CC1CCN(S(=O)(=O)c2ccc3c(c2)N(CC(=O)NC(C)C)C(=O)CS3)CC1 | 1.2%
COc1ccc(NC(=O)c2cc(C3CCCCN3C(=O)C3CC3)on2)c(C)c1 (stereo not drawn) | 2.6%
Cc1sc2c(c1C)c(=O)n(-c1ccc(Cl)cc1)c(=O)n2CC(=O)c1ccccc1 | 3.7%
O=C(CCC(=O)c1ccc(F)cc1)Nc1ccc(Cl)cc1 | 0.6%
CN(C)P(=O)(N(C)C)N1CC1 | -0.2%
Cc1ccc(S(=O)(=O)N2Cc3cnnn3-c3ccccc3C2C#N)cc1 (stereo not drawn) | 4.4%
CC1CCN(S(=O)(=O)c2cc3c4c(c2)CC(=O)N4CCC3)CC1 | 3.1%
Cc1ccc(CN2C(=O)CCC2(C)c2nnnn2-c2ccc3c(c2)OCCO3)cc1 (stereo not drawn) | 2.9%
CCCCn1nnnc1C1(C)CCC(=O)N1CCc1c[nH]c2ccccc12 (stereo not drawn) | 4.8%
COc1ccc(C(N)c2csc(NC(=O)Nc3ccccc3C(C)(C)C)n2)cc1 (stereo not drawn) | -1.0%
CCCC[C@@H]1CNC(=O)C(=O)N1CCCC | 3.6%
COC(=O)C(NC(=O)CCc1c(C)nc2cc(-c3cccc(F)c3)nn2c1C)C(C)C (stereo not drawn) | 1.4%
O=C1c2cc(S(=O)(=O)N(CCO)CCO)ccc2-c2ccc(S(=O)(=O)N(CCO)CCO)cc21 | -6.6%
CCCCN(Cc1cc2ccccc2[nH]c1=O)C(=O)c1cccc(Cl)c1 | 2.8%
O=C(NCCNC(=O)c1ccc(-c2cccc(Cl)c2)o1)c1cnccn1 | 1.0%
c1ccc(-c2ccc3c(n2)CCCO3)cc1 | 1.0%
O=C1CCC[C@@H]2C[C@@]3(C[C@@H]4CCN1[C@H]24)Nc1cc(Cl)ccc1NC3=NCc1ccccc1 | 1.4%
COc1ccc(-c2nc(CN3CCC(C(=O)NCc4ccc(F)cc4)CC3)c(C)o2)cc1OC | -0.6%
COc1ccc(C)cc1NC(=O)C(=O)NCC1(c2ccccc2)CCCC1 | 0.7%
CCc1ccc(NC(=O)CSC2=Nc3ccccc3C3=NC(CCC(=O)NCc4ccccc4)C(=O)N23)cc1 (stereo not drawn) | 0.8%
COc1ccc(-c2noc(-c3ccc(N4CCOCC4)c([N+](=O)[O-])c3)n2)cc1OC | -2.6%
CCN(CC)S(=O)(=O)c1ccc2c(c1)N(CC(=O)N1CCN(c3cccc(C)c3C)CC1)C(=O)CO2 | 0.6%
Cc1nn(-c2ccccc2)c2c1N(CCCC(=O)NC(C)c1ccccc1)C(=O)CS2 (stereo not drawn) | -2.1%
C#CCNC(=O)C1=C[C@H](c2ccc(C#C)cc2)C[C@H](OCc2ccc(CO)cc2)O1 | 4.6%
Cn1c(=O)c(=O)n(C)c2cc(N3CCCC3)c(NC(=O)c3ccccc3Cl)cc21 | 0.3%
CCn1c(=O)c(=O)n(CC)c2cc(N3CCCCC3)c(NC(=O)c3ccccc3OC)cc21 | -0.3%
CC1(C(=O)OCC(=O)Nc2cc(S(=O)(=O)N3CCOCC3)ccc2Cl)CC1(Cl)Cl (stereo not drawn) | 3.8%
COc1ccc(OCc2nc3ccccc3n2Cc2ccc(C(C)(C)C)cc2)cc1 | 1.3%
Cc1oc(-c2ccc(Cl)cc2)nc1CN1CCCC(C(=O)NCCc2ccc(Cl)cc2)C1 (stereo not drawn) | 1.9%
COc1ccc(Cl)cc1NC(=O)CN1CCN(C(=O)N2CCOCC2)CC1 | 2.1%
COc1ccc(Nc2nnc(-c3cc4c(ccc5ccccc54)oc3=O)s2)cc1 | -1.4%
CC(C)CN(CCCNC(=O)c1cc(=O)[nH]c2ccc(S(=O)(=O)N3CCCCCC3)cc12)CC(C)C | -0.3%
CCOc1ccc(NC(=O)c2cc(-c3ccc(C)c(F)c3)on2)c([N+](=O)[O-])c1 | 0.0%
CCc1ccc(C(=O)c2cn(CC(=O)Nc3cc(OC)ccc3OC)c3ccc(Cl)cc3c2=O)cc1 | -8.6%
Cc1ccc(NC(=O)Cn2c(=O)n(Cc3ccccc3)c(=O)c3sc4ccccc4c32)cc1 | 2.0%
COc1ccc(NC(=O)c2ccc(CNS(=O)(=O)c3ccc4c(c3)C(C)(C)C(=O)N4C)cc2)cc1 | -9.7%
COc1ccccc1CN1CCCC2(CCN(C(C)=O)CC2)C1 | 4.3%
COc1ccc(C(=O)C2CCCN(C(=O)Cn3nc(C)nc3C)C2)cc1F (stereo not drawn) | -2.6%
Cc1cc(C)cc(NC(=O)c2cccc(N3CCCS3(=O)=O)c2)c1 | 0.2%

The list goes on:
Structure | Tb PYK inh
Cc1cccc(C(=O)NC(C)c2ccc(-n3ccnc3)cc2)c1C (stereo not drawn) | 3.2%
COC(=O)[C@H]1C[C@@H]1[C@H](NC(=O)c1cccnc1)c1ccccc1 | -3.7%
Cc1ccc(N(CC(=O)N2CCN(c3cc(C)ccc3C)CC2)S(=O)(=O)c2c(C)nn(C)c2C)cc1 | -3.1%
COc1ccccc1-c1cnc(C(O)c2cccc(CN3CCCCC3)c2)[nH]1 (stereo not drawn) | 1.1%
CCn1nc(-c2ccccc2)c(-c2ccccc2)c(C(=O)Nc2ccccc2C#N)c1=O | -1.8%
Cc1ccc(C)c(NC(=O)C(=O)NCCc2csc3nc(-c4ccccc4C)nn23)c1 | 2.3%
Cc1ccc(C)c(N2CCN(C(=O)c3cc4cc5ccc(C)cc5nc4o3)CC2)c1 | -0.7%
CCOC(=O)c1c(NC(=O)c2cc(=O)c3cc(Cl)ccc3o2)sc(C)c1C | -4.0%
COCCn1c(=O)c(-c2cc(F)cc(F)c2)nc2cnc(Nc3cccc(OC)c3)nc21 | 2.4%
COc1ccc(Cl)cc1NC(=O)C(C)N1Cc2ccccc2C1=O (stereo not drawn) | -1.5%
CS(=O)(=O)N1CCC2(CCCN(c3ccncc3)C2)CC1 | -0.3%
Cc1ccc(NC(=O)C(C)Sc2nc3c(c(=O)[nH]2)CCCC3)cc1Cl (stereo not drawn) | -4.0%

A second format for some results above.
SMILES: Cc1ccc(C)c(N2CCN(C(=O)c3cc4cc5ccc(C)cc5nc4o3)CC2)c1
  Tb PYK inh = -0.7%

SMILES: CCOC(=O)c1c(NC(=O)c2cc(=O)c3cc(Cl)ccc3o2)sc(C)c1C
  Tb PYK inh = -4.0%

SMILES: COCCn1c(=O)c(-c2cc(F)cc(F)c2)nc2cnc(Nc3cccc(OC)c3)nc21
  Tb PYK inh = 2.4%

SMILES: COc1ccc(Cl)cc1NC(=O)C(C)N1Cc2ccccc2C1=O (stereo not drawn)
  Tb PYK inh = -1.5%

The list continues:
Structure | Tb PYK inh
Cc1ccc(S(=O)(=O)N2CCCc3cc(NS(=O)(=O)c4cc(F)ccc4F)ccc32)cc1 | 0.8%
CCCNC(=O)C1(C)CCCN(Cc2cc(-c3ccccc3)n(C)n2)C1 (stereo not drawn) | -0.5%
COC(=O)C1CCN(S(=O)(=O)CCNC(=O)c2ccccc2)CC1 | -0.1%
Cc1ccc2c(=O)cc(C(=O)Nc3sc4c(c3C(=O)NCc3ccco3)CCCC4)oc2c1C | 1.1%
c1cc2c(cc1NC1=NCCO1)CCCC2 | -4.3%
O=C(COc1ccccc1F)Nc1c(C(=O)Nc2cccc(F)c2)oc2ccccc12 | 3.6%
COc1ccc(OC(C)C(=O)NC2CCCCCCC2)cc1 (stereo not drawn) | 2.7%
CN(C)CCCn1c2c3ccccc3ccc2c2oc(=O)c3ccccc3c21 | -7.3%
CC1=CC(=O)[C@@H](OC(=O)Nc2ccc(C)cc2)[C@@H](c2ccccc2Br)N1C | -10.5%
O=C(Nc1ccc(Cl)c(C(F)(F)F)c1)C(Cc1ccccc1)NS(=O)(=O)c1ccc(Br)s1 (stereo not drawn) | 1.1%
CCC(=O)N1CCc2cc(CNS(=O)(=O)c3cc(Cl)ccc3OC)ccc21 | -6.0%
COc1ccc(CCNC(=O)CCc2c(C)c3ccc(O)c(C)c3oc2=O)cc1 | 0.7%
COC(=O)c1ccccc1NC(=O)c1cc2cc(C)ccc2n1C | 2.4%
COc1ccc(S(=O)(=O)N2CCN(Cc3cc4c(cc3Br)OCCO4)CC2)cc1 | 2.5%
Cc1cc(C)cc(NC(=O)CN(C)S(=O)(=O)c2ccc3c(c2)CCC(=O)N3)c1 | 1.7%
Cn1nnnc1SCCCNCc1ccccc1OCc1ccc(Cl)cc1 | -10.0%
Cc1ccc(-c2ccc(=O)n(CC(=O)NCCc3ccccc3)n2)cc1 | 3.5%
Cc1cccc2c1CCCC2=O | 0.0%
CCOc1ccc(Cl)cc1CNCCCSc1nnnn1C | 0.5%
CC(C)(C)CC(C)(C)SSc1n[nH]c(=S)s1 | u
CC1(C)CC(=O)C2=C(C1)N(c1ccccc1)C(=O)C(C(=O)OCc1ccccc1)C2 (stereo not drawn) | 0.1%
CCOc1ccc(-c2nonc2NC(=O)COc2ccc(C)c(C)c2)cc1OCC | 4.7%
CCOc1ccccc1NC(=O)CCCc1nc(-c2ccccc2Cl)no1 | -1.5%
O=C(Nc1cccc2ccccc12)c1csc([C@@H]2O[C@H](CO)[C@H](O)[C@H](O)[C@H]2O)n1 | -1.5%
CC1(C(=O)NS(=O)(=O)c2ccc(F)cc2F)CCN1C(=O)CC1CCCC1 (stereo not drawn) | -7.0%
CCN(C(=O)c1c(C)oc2ncn(CC(C)C)c(=O)c12)c1cccc(Cl)c1 | 0.4%
CCOc1cccc2cc(-c3nnc(Nc4ccc(F)c(Cl)c4)s3)c(=O)oc12 | 1.1%
COc1cc(/C=C/C(C)=NNc2ccccc2)ccc1O | -4.4%
COC(=O)c1ccc(Nc2nc(-c3ccc(C)cc3)nc3ccccc23)cc1 | 5.9%
Cc1ccccc1C(C)(O)c1cnc(C)n1Cc1ccccc1 (stereo not drawn) | -8.3%
COc1cccc(C(O)c2nc(-c3cccc4cccnc34)cs2)c1 (stereo not drawn) | -2.3%
CCOc1ccc(C(=O)CSc2nc3cc(C(=O)NC4CCCC4)ccc3c(=O)n2CC2CCCO2)cc1 (stereo not drawn) | 6.4%
C[C@@H]1CN([C@H](C)CO)C(=O)c2c(c3ccccc3n2C)-c2ccccc2CO[C@H]1CN(C)Cc1ccc2c(c1)OCCN2C | -0.8%
CCOc1ccc(NC(=O)[C@@H](c2ccccc2)N2Cc3ccccc3C2=O)cc1 | -1.8%
CCOc1ccc(NC(=O)CCc2c(C)nc3c4c(C)cc(C)nc4nn3c2C)cc1 | 1.0%
COCCN(C(=O)CSc1nnc(-c2ccncc2)n1C)c1c(N)n(CC(C)C)c(=O)[nH]c1=O | -4.2%
CCN(C(=O)COC(=O)CNS(=O)(=O)c1ccc(C)cc1)C1CCS(=O)(=O)C1 (stereo not drawn) | -4.6%
CC(C)c1ccc(NC(=O)c2ccc(F)c(S(=O)(=O)N3CCc4ccccc43)c2)cc1 | 4.4%
Cc1ccc(Cc2c(-c3ccc(Cl)cc3)nc3ccc(Cl)cn23)cc1 | 2.3%

Source: PubChem (National Center for Advancing Translational Sciences (NCATS))
